# LAP4 TOR yeast = modulators of TOR pathway LAP4-GFP in S. cerevisiae; S. cerevisiae LAP4-GFP multiplex, flow cytometry GFP, 3 h; median GFP as percent of DMSO wells; hit rate 0.34% among 320,000; GFP response vs DMSO, % at 10 µM; AID 2023;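 active means GFP response vs DMSO above a set limit, about the screen mean plus 3 SD, cut at about 150% in these data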
# CIT2 TOR yeast = alters CIT2-GFP fluorescence in TOR pathway yeast screen. S. cerevisiae CIT2-GFP strain, flow cytometry, 3 h; 100 means same as DMSO wells. GFP response vs DMSO, % at 10 µM. hit rate 0.065% among 320,000. AID 2029;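 active means GFP response relative to DMSO above a set limit, near the screen mean plus 3 SD, cut at about 150% in these data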;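 further: ratio of well median GFP fluorescence to mean of DMSO wells on the plate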
# MEP2-GFP yeast = yeast TOR pathway MEP2-GFP modulation; S. cerevisiae MEP2-GFP strain, flow cytometry GFP, 3 h; 100% = DMSO control level; GFP response vs DMSO, % at 10 µM; hit rate 0.51% among 330,000;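 active means GFP response versus DMSO above a set limit, roughly screen mean plus 3 SD, cut at about 180% in these data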;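 further: median GFP fluorescence of the barcode-gated MEP2-GFP cells per well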
# VLA-4 inh = inhibition in a human VLA-4 binding assay | hit rate 0.2% among 330,000 | AID 2557 | inhibition, % (about 7 µM as worked out from the volumes in the protocol) | P13612 | VLA-4 expressing cells, ligand binding flow cytometry; in the data active means inhibition above about 50%
# RPL19A-GFP yeast = alters RPL19A-GFP fluorescence in TOR pathway yeast screen; S. cerevisiae RPL19A-GFP strain, flow cytometry, 3 h; active compounds read low; percent response vs DMSO, % at 10 µM; hit rate 0.3% among 330,000;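 active means percent response vs DMSO below 50%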;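 further: median channel GFP fluorescence of the barcoded RPL19A-GFP strain; ratio of sample median GFP to plate DMSO average so 100% = DMSO; lower means less RPL19A-GFP as with rapamycin TOR inhibition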
# Yeast superoxide = caloric restriction mimetics inhibiting age-related superoxide in yeast | AID 2690 | superoxide response (% of plate mean), % at 10 µM | S. cerevisiae aged cells, superoxide DHE fluorescence; active compounds read low | hit rate 0.18% among 330,000;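 active means superoxide response under a set limit, about three screen SD below normal, cut at about 65% in these data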;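 further: yeast aged for seven days with compound at 30 °C before DHE staining; 100% = average MFI of all compound-treated wells on the plate with controls excluded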
# AGP1 TOR yeast = modulators of TOR pathway AGP1-GFP in S. cerevisiae. S. cerevisiae AGP1-GFP multiplex flow cytometry, 3 h; GFP as percent of DMSO wells. AID 2066. hit rate 0.02% among 320,000. GFP response vs DMSO, % at 10 µM;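 active means GFP response relative to DMSO above a set limit, near screen average plus 3 SD, cut at about 150% in these data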;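 further: median GFP channel fluorescence of the gated AGP1 strain per well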
# GRK2 inh = blocks RNA aptamer binding to human GRK2. P25098. bead flow cytometry, FAM-aptamer displacement from GRK2. inhibition of aptamer binding, % at 10 µM. hit rate 0.59% among 330,000. AID 488847;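 active means inhibition of aptamer binding above 40%, roughly 3 SD of noise, on plates passing a quality check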;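 further: median bead fluorescence of bound FAM aptamer so fluorescent compounds give negative values; no value below 0 was filed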
# Target sequence (P25098 whole entry, looked up): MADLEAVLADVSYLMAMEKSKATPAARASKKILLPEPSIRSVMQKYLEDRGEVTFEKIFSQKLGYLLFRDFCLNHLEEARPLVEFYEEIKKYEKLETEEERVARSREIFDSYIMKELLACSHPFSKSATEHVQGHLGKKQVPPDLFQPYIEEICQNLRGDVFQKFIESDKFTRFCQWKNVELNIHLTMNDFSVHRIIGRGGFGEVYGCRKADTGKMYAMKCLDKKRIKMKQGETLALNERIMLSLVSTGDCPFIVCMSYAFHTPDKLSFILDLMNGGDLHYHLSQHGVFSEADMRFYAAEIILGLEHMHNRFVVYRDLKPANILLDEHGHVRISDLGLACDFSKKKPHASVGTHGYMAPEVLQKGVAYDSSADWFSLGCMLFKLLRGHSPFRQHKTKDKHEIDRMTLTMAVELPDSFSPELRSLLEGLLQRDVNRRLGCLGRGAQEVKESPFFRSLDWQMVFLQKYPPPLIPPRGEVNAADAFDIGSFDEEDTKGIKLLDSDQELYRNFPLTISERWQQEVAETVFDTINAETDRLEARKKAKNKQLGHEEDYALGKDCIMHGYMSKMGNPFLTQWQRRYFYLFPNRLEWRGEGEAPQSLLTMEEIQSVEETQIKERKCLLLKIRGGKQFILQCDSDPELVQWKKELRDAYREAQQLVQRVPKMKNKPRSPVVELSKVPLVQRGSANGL
# Starred values were filed as active, the others as inactive; / = no result given.
SMILES,LAP4 TOR yeast,CIT2 TOR yeast,MEP2-GFP yeast,VLA-4 inh,RPL19A-GFP yeast,Yeast superoxide,AGP1 TOR yeast,GRK2 inh
COc1ccc(C2c3ccc(O)cc3Oc3ncn4nc(-c5ccco5)nc4c32)cc1OC (stereo not drawn),99,110,110,9,109,114,110,57*
O=C(Nc1ccc2c(c1)CCC2)c1ccccc1Br,111,102,116,13,110,82,99,0
C/C(=N\NC(=O)c1ccc(CN2CCOCC2)cc1)c1ccc([N+](=O)[O-])cc1,92,113,108,-4,106,95,104,0
COc1ccc(C=O)cc1Oc1nc(Cl)ncc1F,90,105,98,3,97,95,98,0
C=CCNC(=S)NNC(=O)c1ccc(=O)n(Cc2ccc(Cl)cc2Cl)c1,105,107,101,19,98,94,102,2
CCc1cccc(NC(=O)CN2C(=O)NC3(CCCCCCC3)C2=O)c1,101,97,104,/,102,105,98,1
Cc1cccc(C)c1NC1=NC(C)(C)N=C(N)N1,95,95,99,8,98,105,100,7
C/C(=N/NC(=O)CNC(=O)/C=C/c1ccccc1)c1ccco1,102,98,108,15,93,100,94,0
COc1ccc(C2CC(c3ccccc3)=NN2c2ccc(S(N)(=O)=O)cc2)cc1 (stereo not drawn),117,88,91,7,94,135,88,3
Cc1cc(C)nc(SCCC(=O)Nc2ccccc2Cl)n1,101,90,93,7,91,86,97,0
COc1ccccc1-c1cc(C(=O)NCc2cccs2)no1,99,112,108,11,107,107,105,1
Cc1cccc(CC2S/C(=N/c3cccc(C)n3)NC2=O)c1 (stereo not drawn),102,91,94,-11,94,106,96,0
Cc1oc2c(C)c3oc(=O)c(CCC(=O)NCCN4CCOCC4)c(C)c3cc2c1C,97,94,102,32,93,97,98,2
COCCSc1ccccc1C(=O)N1CCN(c2ccccc2)CC1,98,98,90,-4,91,106,95,0
Cc1ccc(-c2cc(C(=O)Nc3ccc4c(c3)OCCO4)c3ccccc3n2)cc1,106,98,107,3,96,98,97,0
OCCC1CN(Cc2cn[nH]c2C2CCCCC2)CCN1C1CCCC1 (stereo not drawn),108,107,102,-1,102,109,105,0
CC1=CC(=C(C#N)C#N)C=C(C)N1Cc1ccc(Cl)cc1,99,97,98,6,96,98,/,0
COc1cc(CC(=O)OCC(=O)Nc2ccc3c(c2)OCO3)cc(OC)c1OC,100,101,101,1,108,100,106,0
Cc1nnc(NC(=O)c2csc3c2CCCC3)s1,124,77,99,0,85,122,88,0
COc1ccc(NC(=O)Nc2ccc3c(c2)C(=O)N([C@H](C)CO)C[C@H](C)[C@@H](CN(C)C(=O)NC(C)C)O3)cc1,83,81,95,13,96,100,86,0
CCCOc1ccc(C(=O)Nc2ccc(CN3CCOCC3)cc2)cc1,89,102,104,6,102,100,94,0
Oc1ccc(-c2[nH]ncc2-c2cnn(-c3ccccc3)c2)c(O)c1,104,98,97,-1,96,98,102,2
Cc1c(NC(=O)Nc2ccccc2[N+](=O)[O-])c(=O)n(-c2ccccc2)n1C,104,94,102,0,97,104,94,13
O=C(NCCCN1CCN(c2cccc(Cl)c2)CC1)C1(S(=O)(=O)c2ccc(Cl)cc2)CC1,98,99,101,4,99,95,103,28
Cc1ccc(-c2nnc(SCC(=O)N/N=C/c3ccccc3C(=O)O)n2-c2ccc(C)cc2)cc1,101,100,95,-6,97,100,103,0
COC(=O)C(NC(=O)C(C)NC(=O)OCc1ccccc1)C(C)C (stereo not drawn),103,91,94,18,94,110,100,6
Cc1oc2c(c(C)cc3oc(=O)c(CC(=O)NCCCN4CCCC4=O)c(C)c32)c1C,100,92,104,4,98,137,98,6
COc1ccccc1S(=O)(=O)Cc1ccc(C(=O)NCCN2CCCC2)o1,120,/,105,5,105,135,110,0
COc1ccc(C(=O)N2CCC(C(=O)O)CC2)cc1,93,/,108,-5,97,85,98,2
O=C(CN(c1ccc(F)cc1)S(=O)(=O)c1ccccc1)NCc1ccco1,97,106,101,2,101,98,102,2
O=C(CSc1n[nH]c(-c2ccncc2)n1)Nc1ccc(Cl)c(Cl)c1,99,105,107,9,106,104,104,1
COCCNC(=O)CCC1CCN(Cc2cccc(Oc3ccccc3)c2)CC1,96,96,105,-17,104,103,99,1
CCN(CC(O)CON=C1c2ccccc2-c2ccccc21)S(=O)(=O)c1ccc(C)cc1 (stereo not drawn),95,98,111,-12,94,112,93,0
O=C(O/N=C/c1ccc2c(c1)OCO2)c1ccc([N+](=O)[O-])cc1,96,95,102,16,85,115,87,0
CC1CCN(CC(=O)Nc2ccccc2C#N)CC1,106,101,110,19,104,102,108,1
Cc1ccc(S(=O)(=O)NC(C)C(c2cccs2)N2CCOCC2)cc1 (stereo not drawn),105,92,94,27,96,93,96,2

# Single records, from the list above.
# O=C(O/N=C/c1ccc2c(c1)OCO2)c1ccc([N+](=O)[O-])cc1 as listed: LAP4 TOR yeast = 96; CIT2 TOR yeast = 95; MEP2-GFP yeast = 102; VLA-4 inh = 16; RPL19A-GFP yeast = 85; Yeast superoxide = 115; AGP1 TOR yeast = 87; GRK2 inh = 0
# COCCNC(=O)CCC1CCN(Cc2cccc(Oc3ccccc3)c2)CC1 as listed: LAP4 TOR yeast = 96; CIT2 TOR yeast = 96; MEP2-GFP yeast = 105; VLA-4 inh = -17; RPL19A-GFP yeast = 104; Yeast superoxide = 103; AGP1 TOR yeast = 99; GRK2 inh = 1

# The results go on:
SMILES,LAP4 TOR yeast,CIT2 TOR yeast,MEP2-GFP yeast,VLA-4 inh,RPL19A-GFP yeast,Yeast superoxide,AGP1 TOR yeast,GRK2 inh
COc1cccc(NC(=O)CSc2nc3ccccc3nc2N2CCCC2)c1,105,95,98,8,92,96,91,13
Cc1ccc(OCc2nc3ccccc3n2C)cc1,117,89,105,17,98,99,95,1
C(=N\NC1=Nc2cccc3cccc1c23)/c1ccccc1,110,73,95,-36,92,95,87,0
Cc1ccc(-c2nn(C)c(=O)c3ccccc23)cc1S(=O)(=O)NCCO,90,106,96,-10,96,103,92,0
Cc1ccc(NC(=O)N2CCN(c3ccccn3)CC2)cc1,88,91,95,3,83,81,82,1
Cn1cncc1C#Cc1ccc2c(=O)c3ccccc3oc2c1,111,87,100,-3,92,89,79,8
CCN(CC)C(=O)c1ccc(COc2ccccc2Cl)o1,103,99,111,25,100,130,98,0
CCN(CC)CCOC(=O)c1ccc(NC(=O)CCCN2C(=O)/C(=C/c3cccs3)SC2=S)cc1,79,101,106,0,117,119,100,4
CC(C)c1ccc2[nH]c(O)c(N=NC(=O)c3ccc(CSc4nncn4C)cc3)c2c1,107,103,103,17,105,93,102,0
Cc1c(Cl)cccc1NC(=O)CSCc1cc(=O)[nH][nH]1,97,95,97,2,96,86,94,2
Cc1ccccc1OCC1Cn2c(nc3c2c(=O)n(C)c(=O)n3C)O1 (stereo not drawn),91,104,110,6,101,96,101,1
CC[n+]1c(/C=C/N(C)c2ccccc2)oc2ccc(Cl)cc21,89,99,100,-117,106,97,103,0
CC(OC(=O)/C=C/c1ccccc1)C(=O)Nc1ccc(C(N)=O)cc1 (stereo not drawn),101,96,101,13,98,143,104,1
COc1ccc(-c2csc3ncn(-c4ccccc4)c(=O)c23)cc1OC,107,105,109,15,99,113,104,1
COC(=O)CCNS(=O)(=O)c1ccc2nsnc2c1,120,69,93,20,95,98,76,0
Cc1cc(NS(=O)(=O)c2ccc(NC(=O)c3ccco3)cc2)no1,105,115,114,9,101,83,/,1
COc1ccc(CC(=O)NCCCCc2ccccc2)cc1OC,115,95,102,12,97,98,107,0
C[N+]1(CC2COC3(CCCCC3)O2)CCCC1 (stereo not drawn),92,83,97,11,98,95,100,1
O=C1OCC2=C1C(c1ccccc1)CC(=O)N2c1ccc(F)cc1 (stereo not drawn),104,105,103,11,108,79,100,0
C=CCc1cc(Cl)ccc1OCCOCCNCCOC,94,89,106,8,98,100,100,2
COc1ccc(NS(=O)(=O)c2cccc(NC(=O)COc3ccc(OC)cc3)c2)cc1,106,102,93,-3,94,66,105,1
Clc1ccc(/C=N/Nc2ncnc3ccccc23)cc1Cl,136,75,105,21,87,104,75,1
COc1ccc(S(=O)(=O)N2CCC(C(=O)NCCC(=O)Nc3cccc(Cl)c3)CC2)cc1,100,100,98,-2,96,88,99,2
N#Cc1ccc(CSCC(=O)O)cc1,97,104,101,-6,102,99,100,1
COCCCNC(=S)NCCCNc1nc2cc(C)cc(C)c2cc1C#N,101,98,104,40,101,90,97,3
COc1cc(/C=C(/NC(=O)c2ccccc2)C(=O)N2CCN(C)CC2)c([N+](=O)[O-])cc1OC,85,104,105,0,102,80,97,0
CCc1ccc(C(C(=O)NC2CCCC2)N(Cc2cccnc2)C(=O)c2csnn2)cc1 (stereo not drawn),100,97,104,0,102,90,100,3
COc1ccc(C(=O)NN/C(C)=C/C(=O)c2ccccc2)cc1,97,100,116,5,110,103,105,12
O=C(CCCSc1ccccc1)Nc1nc(-c2ccco2)c(-c2ccco2)s1,103,101,96,-5,98,85,91,1
O=C(Cc1ccccc1)N1CCC(O)(c2cccnc2)CC1,/,79,83,9,88,98,89,2
C=C1SC(=Nc2ccccc2Cl)N(C(=O)c2sc3ccccc3c2Cl)C1(C)C,90,94,105,2,103,104,94,1
CCn1c(CSCc2ccc(C)cc2)n[nH]c1=S,97,102,103,-4,102,101,97,2
FC(F)(F)c1cnc(N2CCCN(C(=S)Nc3ccccc3)CC2)c(Cl)c1,106,100,82,4,88,92,112,2
CCOC(=O)CCc1c(C)c2ccc(OCc3ccc([N+](=O)[O-])cc3)cc2oc1=O,100,100,98,-22,97,106,100,0
COc1ccccc1N1CCN(C(=O)C2CCCCN2S(=O)(=O)c2ccc(C)cc2)CC1 (stereo not drawn),110,103,102,-1,97,98,105,1
COc1ccc(NC(=O)COC(=O)C23CC4CC(CC(Cl)(C4)C2)C3)c(OC)c1,106,100,100,-15,95,89,99,0

# By substructure: those above containing a furan ring, fused or not.
SMILES,LAP4 TOR yeast,CIT2 TOR yeast,MEP2-GFP yeast,VLA-4 inh,RPL19A-GFP yeast,Yeast superoxide,AGP1 TOR yeast,GRK2 inh
COc1ccc(C2c3ccc(O)cc3Oc3ncn4nc(-c5ccco5)nc4c32)cc1OC (stereo not drawn),99,110,110,9,109,114,110,57*
C/C(=N/NC(=O)CNC(=O)/C=C/c1ccccc1)c1ccco1,102,98,108,15,93,100,94,0
Cc1oc2c(C)c3oc(=O)c(CCC(=O)NCCN4CCOCC4)c(C)c3cc2c1C,97,94,102,32,93,97,98,2
Cc1oc2c(c(C)cc3oc(=O)c(CC(=O)NCCCN4CCCC4=O)c(C)c32)c1C,100,92,104,4,98,137,98,6
COc1ccccc1S(=O)(=O)Cc1ccc(C(=O)NCCN2CCCC2)o1,120,/,105,5,105,135,110,0
O=C(CN(c1ccc(F)cc1)S(=O)(=O)c1ccccc1)NCc1ccco1,97,106,101,2,101,98,102,2
CCN(CC)C(=O)c1ccc(COc2ccccc2Cl)o1,103,99,111,25,100,130,98,0
Cc1cc(NS(=O)(=O)c2ccc(NC(=O)c3ccco3)cc2)no1,105,115,114,9,101,83,/,1
O=C(CCCSc1ccccc1)Nc1nc(-c2ccco2)c(-c2ccco2)s1,103,101,96,-5,98,85,91,1
